PTEN del growth – PTEN-deleted cell growth suppression; HCT116 PTEN-null viability, CellTiter-Glo, 60 h; active compounds read low; viability, % at 10 µM; actives 1.2% (n = 140,000);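 active means viability at or below a set limit, 4 SD under the median of all tested compounds, cut at about 3.7% in these data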;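 further: PTEN knockout HCT116 line with beta catenin targeted HCT116 as companion control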
Phagocyt inh – inhibitors of macrophage phagocytosis; J774A.1 macrophage IgG-bead phagocytosis, imaging; inhibition, % at 5 µM; actives 0.07% (n = 110,000); AID 1029;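 active means inhibition above the mean of the plate negative controls plus 5 SD, cut at about 13% in these data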;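 further: phagocytic index as fraction of beads internalized from green versus red external bead signal; plate controls were DMSO negative control for no effect and cytochalasin-D positive control for full effect; some results beyond the cut were filed as inactive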
MRP1 act – activators of MRP-1 | viability increase, % at 10 µM | AID 799 | actives 0.61% (n = 140,000) | H69AR cells + doxorubicin, viability rescue, CellTiter-Glo;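 active means viability gain under doxorubicin at or above a set limit, the compound median plus 3 SD, cut at about 4.7% in these data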;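 further: MRP-1 overexpressing cells given doxorubicin 25 µM after compound pretreatment; 18-22 h compound pretreatment then 72 h with doxorubicin before readout; 0% = doxorubicin-only wells and 100% = vehicle-treated cells without doxorubicin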
NPY Y2 blocker – blocks the human neuropeptide Y Y2 receptor | NPY-Y2 expressing cells, antagonist mode | inhibition, % at 2.7 µM | actives 0.99% (n = 140,000) | AID 793; in the data active means inhibition above about 17%;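 further: 0% = vehicle with agonist challenge and 100% = reference antagonist with challenge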
Target sequence (P49146 whole entry, looked up): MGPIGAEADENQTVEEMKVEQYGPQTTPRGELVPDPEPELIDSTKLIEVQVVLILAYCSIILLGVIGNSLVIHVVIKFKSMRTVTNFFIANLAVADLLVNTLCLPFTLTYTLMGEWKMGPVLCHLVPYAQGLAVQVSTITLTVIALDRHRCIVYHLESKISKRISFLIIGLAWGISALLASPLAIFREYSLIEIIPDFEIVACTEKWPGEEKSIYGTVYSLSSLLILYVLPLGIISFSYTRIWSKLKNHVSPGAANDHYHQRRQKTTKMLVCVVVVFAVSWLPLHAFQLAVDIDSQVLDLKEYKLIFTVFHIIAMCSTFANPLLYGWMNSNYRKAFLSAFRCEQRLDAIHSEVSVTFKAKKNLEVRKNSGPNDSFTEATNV
bCat KO growth – beta-catenin-lacking colon tumor cell growth suppression; HCT116 beta-catenin knockout viability, CellTiter-Glo, 60 h; active compounds read low; viability, % at 10 µM; actives 1.5% (n = 140,000); AID 818;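 active means viability at or under a set limit, the compound median less 4 SD, cut at about 6% in these data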;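 further: 0% = Hyamine 1622 control at 20 µM and 100% = untreated cell control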
Yeast growth inh – chemicals that inhibit yeast BB579 growth in restrictive medium (lifespan-shortening candidates) | S. cerevisiae BB579 growth, OD615, 48 h | inhibition, % at 10 µM | actives 0.51% (n = 140,000);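 active means inhibition above a set limit, 3 SD over the mean compound inhibition, cut at about 44% in these data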; further: inactives centre near -24
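Assay system – yeast BB579 (DeaD) · Dosing – single compound dose of 10 µM, 0.25% DMSO final · Detection – OD615 turbidity measurement · Buffer or medium – CSMM-D restrictive synthetic medium containing dextrose (glucose) · Benchmarks – positive control amphotericin B 10 µg/mL · Incubation – 48 h exposure, 30 °C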
Measles CPE – protection of cells from measles virus. Measles virus-infected cells, CPE protection, absorbance. protection (pct of control), % at 4 µM. actives 1.5% (n = 140,000). AID 841; in the data active means protection mostly above about 24%, no sharp cut-off; inactive means mostly below about 26%; further: some compounds called inactive have numbers as strong as hits
GALR2 antag – antagonists of human galanin receptor 2 (GALR2); O43603; GALR2-expressing cells, antagonist mode; inhibition, % at 4 µM; actives 0.39% (n = 140,000); in the data active means inhibition above about 27%;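 further: cells stimulated with galanin 1-16 at roughly its EC80; 0% = agonist challenge control and 100% = basal control without agonist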
Target sequence (O43603 whole entry, looked up): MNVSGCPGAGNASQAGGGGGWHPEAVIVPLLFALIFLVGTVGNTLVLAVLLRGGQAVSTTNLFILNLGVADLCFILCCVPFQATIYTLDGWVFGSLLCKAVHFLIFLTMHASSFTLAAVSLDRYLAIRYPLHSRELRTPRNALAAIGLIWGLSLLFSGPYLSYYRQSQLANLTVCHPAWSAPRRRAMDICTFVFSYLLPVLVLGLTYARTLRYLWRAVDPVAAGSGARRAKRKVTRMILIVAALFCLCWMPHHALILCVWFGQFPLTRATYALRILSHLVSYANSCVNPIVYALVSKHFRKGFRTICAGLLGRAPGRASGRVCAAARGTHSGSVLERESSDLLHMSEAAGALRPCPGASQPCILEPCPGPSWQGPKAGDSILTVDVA
Yeast lifespan up – yeast lifespan extension | S. cerevisiae growth with nicotinamide, OD615; deaD strain in restrictive glucose medium | actives 0.68% (n = 130,000) | inhibition of the nicotinamide effect, % at 10 µM;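 active means inhibition above a set limit, placed 3 SD over the median of all compounds, cut at about 26% in these data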;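 further: 0% = nicotinamide-treated wells and 100% = cells grown without nicotinamide; some compounds called inactive have numbers as strong as hits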
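assay system = DeaD-strain S. cerevisiae | buffer or medium = restrictive glucose medium | reagent = 1.5 mM nicotinamide | compound = 10 µM single point, 0.25% DMSO | incubation = 48 h compound exposure at 30 °C, humidified | signal = OD615 measurement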
E-sel TNF inh – TNF alpha driven E-selectin expression inhibition. actives 0.71% (n = 120,000). inhibition, % at 2 µM. HUVEC TNFa-induced E-selectin immunofluorescence, high content;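 active means inhibition above the batch mean plus 3 SD, and confirmed as a hit on visual image review, cut at about 43% in these data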;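 further: 0% = TNF-stimulated DMSO wells and 100% = unstimulated control wells; not every result past the cut was called active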
Starred values were filed as active, the others as inactive; x = no result given.

SMILES	PTEN del growth	Phagocyt inh	MRP1 act	NPY Y2 blocker	bCat KO growth	Yeast growth inh	Measles CPE	GALR2 antag	Yeast lifespan up	E-sel TNF inh
CC1(C)Oc2ccc3ccc(=O)oc3c2/C(=C/Nc2ccccc2)C1=O	62	x	-1.4	6	79	-31	5	-15	-2	8
O=C(CCCOc1ccccc1)N1CCCCC1	87	2	-0.6	0	106	-16	18	1	-10	-3
CN(C)S(=O)(=O)c1ccc(C(=O)Nc2nc(-c3cccs3)cs2)cc1	66	-1	-0.8	2	66	-38	13	-8	5	x
CC1=Nn2c(nnc2-c2cc(C)[nH]n2)SC1	103	-1	-0.9	0	101	-18	8	6	3	-2
CC(C)(C)C(=O)Cn1c(NCCCO)nc2ccccc21	93	-1	-2.3	2	93	-21	16	-1	4	-24
O=C(CCC(=O)OCC(=O)c1ccccc1)Nc1cccc2cccnc12	91	-3	-1.1	5	98	-9	8	-13	-20	16
COC(=O)CCn1nnc(-c2ccc(C)cc2)n1	87	-1	-0.8	2	93	-30	5	12	-6	16
Cc1nc2c3cnn(-c4ccccc4)c3ncn2n1	101	4	-2.5	1	92	-17	6	-2	-27	11
Cc1nn(CC(=O)Nc2ccccn2)c(C)c1Br	103	-3	-0.1	4	105	-24	7	12	0	4
CCOc1cc(/C=N/NC(=O)c2cccc([N+](=O)[O-])c2)ccc1OS(=O)(=O)c1ccccc1	85	x	-2.1	0	90	-56	39	8	-11	-50
O=C(NC(NC(=S)Nc1cc(Cl)ccc1Cl)C(Cl)(Cl)Cl)c1ccco1 (stereo unspecified)	90	x	-5.5	1	92	-2	33	2	-17	-3
OCCN=c1cc(-c2ccccc2)oc2ccc(Cl)cc12	21	-2	-3.2	-1	19	-32	6	3	3	-6
Cc1ccc(NC(=S)N2CCn3cccc3C2c2cccnc2)cc1 (stereo unspecified)	94	5	-0.3	0	92	2	8	14	-6	-7
CC1CCN(S(=O)(=O)c2ccc3c(c2)c(=O)c(C(=O)N2CCCCC2)cn3C)CC1	101	0	-4.5	0	93	-21	26	-10	0	-1
CCc1cc2cc(C)cc(C)c2nc1SCC(=O)NNC(=O)c1ccco1	99	-8	-0.3	10	93	-11	39	-5	-4	x
CS(=O)(=O)Nc1ccc(Cc2ccc(NS(C)(=O)=O)cc2)cc1	76	x	-1.2	-1	71	-62	3	4	0	-12
O=C(Nc1ccc2c(c1)OCCO2)c1cnccn1	97	0	-0.5	-3	94	-4	11	5	-11	-1
CCCC(=O)Nc1ccc(NC(=O)c2ccccc2OC)cn1	107	3	-0.1	1	109	-10	28	10	-16	-9
CC(=O)c1sc(N/N=C\c2cccc(Br)c2)nc1C	81	x	-0.6	-2	88	-28	7	-14	-5	x
O=C(COc1ncnc2ccccc12)N1CCN(S(=O)(=O)c2ccc(Cl)cc2)CC1	96	0	-1.0	2	87	-63	4	2	-2	-24
O=C(CCn1c(=O)oc2ccccc21)N1CCOCC1	104	0	1.3	-2	101	-19	4	-3	8	x
CSc1cc(C)n(-c2ccccc2C)c(=S)c1C(C)=O	90	-1	-1.1	2	96	-12	12	7	-6	1
CC(C)SC1=NC(C)(C)C=C(/C=C/c2ccc(Cl)cc2Cl)N1	22	-1	-4.7	2	19	-38	18	-11	-5	19
O=C(CN1C(=O)C2C3C=CC(C3)C2C1=O)NCCN1CCCc2ccccc21 (stereo unspecified)	97	6	-3.3	2	91	-30	1	1	-1	-5
O=C(NCc1ccccn1)c1cc(-c2ccc(-c3ccccc3)cc2)nc2ccccc12	59	-15	5.5*	3	55	-21	50*	6	1	x
CCOc1ncccc1C(=O)OCc1cc(=O)oc2c(C)c(C)ccc12	93	-2	-1.7	2	103	-39	27	6	-20	-45
Cc1ccc(C(=O)NCCSc2ccccc2)cc1S(=O)(=O)Nc1ccccc1	79	x	-0.2	0	82	-16	6	15	-3	25
CC(=O)N1CCc2cc(NS(=O)(=O)c3cccs3)ccc21	103	2	-2.0	3	98	-41	3	6	-5	x
O=C(COc1cccnc1[N+](=O)[O-])N1CCN(S(=O)(=O)c2ccc3ccccc3c2)CC1	85	-11	-2.9	-1	71	2	10	14	3	x
O=C(Nc1cccs1)Nc1ccc(Br)cc1F	79	-4	-0.8	-2	82	-57	3	8	-6	x
O=C(CSc1nc2ccccc2s1)Nc1ccc2c(c1)OCO2	79	-4	-4.2	7	93	-15	7	-19	-4	x
CN(Cc1ccc(-n2cccn2)cc1)C(=O)c1cnn2c1NC(c1ccco1)CC2C(F)(F)F (stereo unspecified)	72	0	-1.7	-1	61	-38	9	7	-13	-3
CCOC(=O)C1CCCN(C(=O)c2cc3ncc(Br)cn3n2)C1 (stereo unspecified)	86	-3	-2.9	1	91	13	27	14	-5	-12
CCCC1(C(=O)OCC)NC(c2ccc(N(C)C)cc2)C2C(=O)N(c3ccc(F)cc3)C(=O)C21 (stereo unspecified)	90	-2	-1.6	3	88	-52	18	2	19	7
CC(C)OC(=O)C(NC(=O)c1ccccc1)=C1CCCCC1	78	-2	-0.5	7	75	-29	12	-18	-12	8
CC1(C)CC(=O)C2=C(C1)Nc1ccccc1NC2c1ccccn1 (stereo unspecified)	100	0	-1.1	-1	111	0	5	13	-14	-52
COc1ccc(-n2c(C(C)n3nc(C)c([N+](=O)[O-])c3C)n[nH]c2=S)cc1 (stereo unspecified)	96	x	0.1	1	92	7	8	-1	x	-15
CCOC(=O)c1c(C)[nH]c(C(=O)N/N=C/c2ccc(Br)cc2)c1C	97	17	-3.0	9	99	-6	6	-10	-3	-24
CCOC(=O)c1cnn(-c2ccccc2)c1-n1cccc1C(=O)C(=O)Nc1ccccc1	88	-1	-4.8	3	81	-28	11	10	-2	9
NC(=O)c1cccc2c3c([nH]c12)CCCC3	98	1	-3.3	-2	96	-28	6	-9	-25	x

Random excerpt: two records from the list, in no set order.
SMILES	PTEN del growth	Phagocyt inh	MRP1 act	NPY Y2 blocker	bCat KO growth	Yeast growth inh	Measles CPE	GALR2 antag	Yeast lifespan up	E-sel TNF inh
CCOC(=O)c1cnn(-c2ccccc2)c1-n1cccc1C(=O)C(=O)Nc1ccccc1	88	-1	-4.8	3	81	-28	11	10	-2	9
O=C(CCn1c(=O)oc2ccccc21)N1CCOCC1	104	0	1.3	-2	101	-19	4	-3	8	x

Following part:
SMILES	PTEN del growth	Phagocyt inh	MRP1 act	NPY Y2 blocker	bCat KO growth	Yeast growth inh	Measles CPE	GALR2 antag	Yeast lifespan up	E-sel TNF inh
Cc1cccc(NC(=O)CN(c2ccc(C(C)C)cc2)S(=O)(=O)c2c(C)nn(C)c2C)n1	71	-1	1.6	1	55	-24	15	2	-3	x
COc1ccc(C(CCNC(C)c2ccccc2)c2ccc(F)cc2)cc1 (stereo unspecified)	1.4*	9	-5.6	16	1.4*	0	7	-10	1	x
O=C(CN1C(=O)C2C3C=CC(C3)C2C1=O)NC1CCCc2ccccc21 (stereo unspecified)	88	-3	-2.4	1	95	-55	12	-6	-8	x
COC(=O)[C@@H]1[C@@H](C#N)C2(c3ccccc3-c3ccccc32)N(c2ccc(Cl)cc2)N1C#N	87	x	-4.1	3	95	-59	5	6	x	-21
COC(=O)C1=C(C)OC(N)=C(C#N)C1c1c(C)nn(C)c1C (stereo unspecified)	91	-7	0.5	2	98	-57	8	-1	6	13
C=CCN=Cc1sc2ccc(OCC)cc2c1O	86	-1	-0.4	2	95	-19	1	7	-6	x
COC(=O)c1c(-c2ccc(Br)cc2)noc1N	38	0	-3.8	5	49	-8	2	11	-7	8
CCC(C)C(=O)Nc1ccc(OC)cc1OC (stereo unspecified)	89	-2	-0.5	-2	87	-40	8	-2	-10	-18
COc1ccc(CCC(C)Nc2cccc(C)c2)cc1 (stereo unspecified)	82	x	-1.0	6	79	-61	4	0	-21	2
CC(C)COc1cccc(C(=O)NC(=S)NCc2cccnc2)c1	94	-14	-0.6	2	91	-9	9	-4	-2	-5
COc1ccc2nc(NC(=O)c3ccc(-n4nc(C)cc4C)cc3)sc2c1	120	0	2.7	1	102	-50	11	0	-8	3
CCC(C)OC(=O)C(C)Oc1ccc(-c2ccccc2)cc1 (stereo unspecified)	102	1	0.0	8	103	10	14	-7	-11	1
N#Cc1cccc(Oc2ccc(-c3cnc4ccccc4n3)cc2)c1C#N	70	0	-0.7	4	78	4	12	7	-4	x
Cc1nnc(SCCn2c(N3CCCCC3)nc3c2c(=O)[nH]c(=O)n3C)s1	97	-3	-1.9	1	92	-21	15	0	3	-4
CCOC(=O)Cn1c(=O)oc2cc(S(=O)(=O)NC(C)c3ccccc3)ccc21 (stereo unspecified)	87	0	-0.2	-3	90	-68	13	0	0	x
O=C(NCCCNC(=O)c1cccs1)c1cccs1	x	1	0.1	2	88	-48	8	-7	-2	x
COCCCNC(=S)NNC(=O)c1cccnc1	99	2	-0.5	1	92	-11	13	-5	-2	-11
CCCCn1c(SCC(=O)N2c3ccccc3CCc3ccccc32)nc2c1c(=O)n(C)c(=O)n2C	69	x	-6.1	5	74	-13	5	5	x	9
CC1(C)S[C@@H]2[C@H](NC(=O)C(C(=O)O)c3ccccc3)C(=O)N2[C@H]1C(=O)O (stereo partly specified)	96	x	-1.1	4	95	-6	4	0	-2	-28
O=C(NCc1ccc2c(c1)OCO2)c1nnc(Cc2ccc(Cl)cc2)o1	90	x	-0.6	3	92	-36	9	2	2	-36
CNC(=S)NC1CC2CCCC(C1)N2Cc1ccco1 (stereo unspecified)	105	1	-0.5	3	98	-37	27	6	68*	2
COC(=O)C1CCCN1C(=O)COc1ccc(Br)cc1Cl (stereo unspecified)	73	-2	0.0	3	77	-40	6	-5	2	x
CCOC(=O)/C=C/C(=O)OCC(=O)NC(c1ccccc1)c1ccccc1	91	-11	-2.2	0	79	15	4	16	2	x
CCCCN1C(=O)N(C)C2NC(=O)NC21 (stereo unspecified)	88	0	-0.6	-2	94	1	3	-4	-5	14
Cc1cc(C)n2cc(CSc3nnnn3-c3ccc(Cl)cc3)nc2n1	98	1	-4.5	1	102	11	18	6	0	10
O=C(NC1CCCC1)C(c1ccccc1)N(Cc1ccc2c(c1)OCO2)C(=O)Cc1cccs1 (stereo unspecified)	59	x	-5.9	21*	64	-33	5	2	x	19
CC(=O)CSc1nnc(CSc2ncccn2)n1C1CCCCC1	105	-3	-0.1	0	90	1	5	-16	-11	9
Cc1cccc(N(C)S(=O)(=O)c2ccc3[nH]cc(C(=O)N4CCOCC4)c(=O)c3c2)c1	94	x	-0.9	1	100	-9	16	4	-9	-3
CC1(C)CC(=O)C2=C(C1)N(N1CCOCC1)C(N)=C(C#N)C2c1cccnc1 (stereo unspecified)	109	x	0.3	4	96	-64	5	-9	-3	-26
CCOC(=O)N1CCN(C(=S)Nc2ccccc2C)CC1	104	8	0.6	0	99	-7	23	8	4	x

Screens as filed in PubChem.
